SR-BI DiI-HDL act: activators of SR-BI mediated DiI-HDL uptake, primary screen, ldlA[mSR-BI] CHO cells, DiI fluorescence; activation, % at 12.5 µM; actives 0.096% (n = 320,000); 3 h; 100 = double the neutral-control signal; AID 504775, 2011;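 active = mean replicate activation of at least 60% and every replicate at or above 60%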;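 also: 0% = median plate neutral-control signal and 100% = twice that signal; values of inactives mirror those of a sister screen read the other way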
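Material: SR-BI-overexpressing, LDLR-lacking CHO cells | Dosing: Single compound concentration, delivered by pin transfer | Probe or stimulus: Labelled HDL, 10 µg/mL | Signal: Bottom-read cell fluorescence after medium removal, ex 550/em 595 nm | Schedule: 3 h, 37 °C | Evaluation: HDL uptake via cellular fluorescence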
SR-BI DiI inh: inhibitors of SR-BI mediated HDL lipid uptake, primary screen, ldlA[mSR-BI] cells, fluorescence, single point. ldlA[mSR-BI] CHO cells, DiI-HDL uptake fluorescence, 3 h. AID 488896, 2010. actives 0.96% (n = 320,000). inhibition, % at 12.5 µM;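 active = mean replicate inhibition of at least 70% and a set share of replicates each scoring 70 or more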;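 also: 0% = median of neutral control wells and 100% = median of positive control wells; values of inactives mirror those of a sister screen read the other way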
Target sequence (Q61009 whole entry, looked up): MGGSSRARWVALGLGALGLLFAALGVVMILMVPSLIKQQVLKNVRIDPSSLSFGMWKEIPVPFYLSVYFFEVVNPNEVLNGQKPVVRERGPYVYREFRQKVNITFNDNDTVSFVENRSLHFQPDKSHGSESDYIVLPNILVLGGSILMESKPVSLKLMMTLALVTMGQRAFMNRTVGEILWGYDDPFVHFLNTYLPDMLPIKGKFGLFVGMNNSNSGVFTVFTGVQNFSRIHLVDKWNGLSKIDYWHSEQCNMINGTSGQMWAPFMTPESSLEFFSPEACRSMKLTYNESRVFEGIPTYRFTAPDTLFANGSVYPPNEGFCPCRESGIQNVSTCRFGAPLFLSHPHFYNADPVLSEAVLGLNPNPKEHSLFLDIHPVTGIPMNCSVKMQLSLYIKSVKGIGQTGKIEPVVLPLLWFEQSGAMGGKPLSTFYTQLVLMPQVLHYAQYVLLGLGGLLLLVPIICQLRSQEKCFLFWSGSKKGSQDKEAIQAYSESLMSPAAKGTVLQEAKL
Tat export inh: E. coli Tat export inhibitors, primary screen, MC4100, TorA-mCherry reporter, fluorescence, single point. AID 488895, 2010. inhibition, % at 10 µM. actives 0.036% (n = 340,000);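 active = mean replicate inhibition at least 50% and at least half of replicates individually reaching 50%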;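 also: exported cargo escapes ClpAP degradation while cytoplasmic cargo is degraded and loses fluorescence; 0% = median of neutral control wells and 100% = median of NaSCN control wells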
AddAB inh: growth inhibition of E. coli expressing H. pylori AddAB, primary screen, AddAB inhibitor project, absorbance; actives 0.29% (n = 330,000); inhibition, % at 11.9 µM; in the data active = inhibition above about 12%;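 also: 0% = vehicle wells of infected cells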
MITF act: activators of MITF-driven TRPM1 promoter reporter, primary screen, cell-based, SK-MEL-5, luciferase, single point; SK-MEL-5 TRPM1-promoter luciferase, 24 h; % of positive control, neutral wells = 0; AID 588334, 2011; activation, % at 12.5 µM; actives 0.75% (n = 300,000);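 active = mean activation of at least 80% with every replicate also reaching 80%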;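 also: 0% = neutral control wells and 100% = parthenolide positive control wells; values of inactives mirror those of a sister screen read the other way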
Ecoli viability: E. coli V3065 growth inhibition, primary screen, counter-screen for AddAB inhibitor project, absorbance, OD600 | AID 449728, 2010 | actives 0.27% (n = 330,000) | inhibition, % at 11.9 µM | 18 h;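 active = inhibition above the campaign's mean inhibition across all tested compounds plus 3 SD, cut at about 9.9% in these data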;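 also: uninfected addAB+ strain grown without phage in ampicillin broth; 0% = DMSO wells and 100% = ciprofloxacin 0.95 µg/ml wells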
Wnt act: Wnt/beta-catenin pathway activators, primary screen, cell-based, plate reader, single point; Wnt/beta-catenin reporter cell assay, activator; activation, % at 9.35 µM; actives 1.2% (n = 300,000); in the data active = activation above about 30%, passing the limit was not always enough;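 also: 0% = neutral control wells and 100% = positive control wells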
phage Ecoli inh: growth loss of phage-infected E. coli, primary screen, RecBCD inhibitor project, absorbance, with phage, HTS; inhibition, % at 11.9 µM; actives 0.26% (n = 360,000); AID 651602, 2012; in the data active = inhibition above about 11%
CAL PDZ FP-1: untagged CAL PDZ binding inhibitors, primary screen, biochemical, fluorescence polarization, HTS; Golgi-associated PDZ and coiled-coil motif-containing protein (Homo sapiens), Q9HD26; AID 602252, 2012; actives 0.92% (n = 300,000); inhibition, % at 24.9 µM; purified CAL PDZ, TMR-peptide fluorescence polarization, 1 h;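 active = mean inhibition of at least 30% with at least half of replicates also reaching 30%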;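 also: 0% = DMSO neutral control and 100% = excess unlabeled competitor peptide PRC23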
CAL PDZ FP-2: CAL PDZ peptide-binding inhibitors, primary screen, biochemical, fluorescence polarization, Cer-tagged CAL PDZ, HTS | inhibition, % at 20 µM | purified CAL PDZ, TMR-peptide fluorescence polarization, 1 h | actives 0.02% (n = 330,000) | Golgi-associated PDZ and coiled-coil motif-containing protein (Homo sapiens), Q9HD26 | AID 504414, 2011;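 active = highest replicate inhibition of at least 40%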;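 also: plate controls were DMSO neutral control wells for no effect and unlabeled competitor peptide control wells for full effect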
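Read-out basis: mP drop reported as inhibition | Assay system: Tagged CAL PDZ protein CerCALP, purified | Benchmarks: Unlabelled peptide for full inhibition, DMSO wells as neutral | Schedule: 1 h incubation at room temperature before polarization reading | Buffer or medium: Sodium phosphate/NaCl buffer pH 7.4 with TCEP, IgG, Thesit | Doses: Single point, 20 µM | Measured by: Fluorescence polarization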
* hit, by the source's call; . = no result given. No enrichment for hits; any-hit rate near 3.6%.

mol | AddAB inh | CAL PDZ FP-2 | Wnt act | phage Ecoli inh | CAL PDZ FP-1 | Ecoli viability | MITF act | Tat export inh | SR-BI DiI-HDL act | SR-BI DiI inh
CCc1ccc(NC(=O)CSCc2nc(N)nc(Nc3ccccc3CC)n2)cc1 | -0.4 | -0.8 | -6 | 2.5 | 6 | 0.5 | -9 | 6 | -5 | 5
Cc1cc(C)cc(OCCNC(=O)c2cc(S(=O)(=O)N3CCOCC3)ccc2F)c1 | 4.7 | -3.4 | -2 | 1.5 | -6 | -0.4 | -4 | 7 | -12 | 12
Clc1ccc2c(NCCNC3CCCCC3)ccnc2c1 | . | -2.0 | -3 | 6.8 | -4 | . | -95 | -2 | 26 | -26
Clc1ccccc1N=Nc1ccccn1 | . | -0.1 | 25 | 2.7 | 13 | . | -2 | -6 | -2 | 2
COc1ccc(NC(=O)C(CC(=O)O)C(C)c2ccccc2)cc1 (centres undefined) | 1.4 | -1.1 | 1 | 2.8 | -2 | 0.0 | -1 | -1 | 24 | -24
Cc1cccc(N2CCN(C(=S)c3ccccc3)CC2)c1 | 2.0 | -2.7 | -8 | 4.1 | -2 | -0.7 | -11 | 6 | 2 | 0
Cc1cccc(NC(=S)NCC(C)CSc2ccc(Cl)cc2)c1 (centres undefined) | 4.2 | -5.6 | 0 | 3.5 | 10 | 7.1 | 0 | 3 | . | .
COc1ccc(NC(=O)NCc2cccnc2)cc1 | 2.0 | 0.7 | 0 | 2.7 | . | -0.8 | 4 | 4 | 7 | -7
Cc1n[nH]c(=O)nc1N/N=C/c1ccco1 | 3.3 | -2.8 | 49* | 0.6 | -5 | 1.4 | 17 | -1 | 3 | -3
O=C(COc1cc(F)ccc1[N+](=O)[O-])NCC1CCCO1 (centres undefined) | -1.3 | -0.1 | 2 | 1.2 | 3 | -3.3 | 0 | -4 | 2 | -2
CCCCN1C(=O)CC(Sc2ncccc2C(=O)O)C1=O (centres undefined) | 0.3 | 0.4 | -1 | 1.2 | . | -0.3 | -6 | -2 | 13 | -13
Cc1cccc(Nc2ncnc(N)c2[N+](=O)[O-])n1 | -0.8 | -8.7 | 1 | 4.0 | -1 | 1.9 | 17 | 5 | 13 | -13
N#Cc1ccc(-c2ccc(OCC(=O)NCCc3ccccc3)cc2)cc1 | 4.3 | -0.9 | -1 | 0.9 | 0 | -1.2 | 3 | -1 | -25 | 25
CCCCn1nc(C(=O)N(CC)CC(=O)Nc2c(F)cccc2F)c2ccccc2c1=O | -0.2 | -0.7 | -3 | 10 | 0 | -0.7 | -6 | -11 | 9 | -9
COc1ccccc1NC(=O)c1ccc([N+](=O)[O-])o1 | 30* | . | 0 | 9.3 | . | 24* | . | . | . | .
CN(C)C(=O)c1ccc2c(c1)C1C3CCC(C3)C1C(c1ccccc1)N2 (centres undefined) | 6.4 | -2.6 | -8 | 2.8 | -3 | 1.5 | -4 | 9 | 6 | -6
Cc1[nH]c2c(C)cccc2c1CC(=O)O | 3.3 | -1.0 | 0 | 4.3 | 3 | -0.3 | -6 | 9 | . | .
CC(C)c1ccc(S(=O)(=O)N2CCN(C(=O)c3cc(-c4ccccc4)n[nH]3)CC2)cc1 | 3.9 | -1.1 | 2 | 2.7 | -1 | -2.8 | 6 | 2 | 12 | -12
CC(=O)Nc1ccc2[nH]ccc2c1 | 1.9 | 1.8 | -5 | 0.3 | -2 | 0.9 | -2 | 0 | -6 | 6
CCNC(=O)NC(=O)COC(=O)c1cccc(NS(=O)(=O)/C=C/c2ccccc2)c1 | 2.8 | -0.5 | -1 | 4.3 | 2 | 2.4 | 0 | -14 | 25 | -25
CS(=O)(=O)Cc1nc2ccccc2oc1=O | 0.3 | -1.5 | -3 | -0.2 | -6 | -5.0 | . | 4 | 16 | -16
O=c1[nH]c2cc(Br)cnc2nc1/C=C(\O)c1ccc(F)cc1 | 1.5 | -2.2 | -2 | 2.8 | -2 | -0.3 | 19 | 0 | -24 | 24
CCOC(=O)C1=C(C)NC(C)=C(C(=O)OCC)C1C(=O)OCC(=O)c1ccc2c(c1)OCCO2 | 0.3 | 0.3 | -4 | 2.0 | -5 | -0.6 | -2 | -3 | -3 | 3
COC(=O)c1cccc2c1-c1ccccc1/C2=N/O | -1.1 | -1.6 | -1 | 2.0 | -3 | -3.5 | 11 | -7 | -22 | 22
Cc1cccc(C)c1NS(=O)(=O)c1c(C)[nH]c(=O)[nH]c1=O | 1.8 | -1.0 | . | 2.0 | 0 | -2.4 | . | 17 | 2 | -2
O=C1CCC/C=C\C[C@@H](CC(=O)N(CCO)Cc2ccccc2)C(=O)NCCO1 | 2.4 | -0.1 | 2 | 1.3 | -4 | -0.9 | 0 | -1 | 3 | -3
Cc1c(C)n(C)c2ccc(C(=O)NCCCN3CCN(c4ccccc4F)CC3)cc12 | 2.7 | -1.8 | -2 | 4.0 | -2 | -1.7 | 9 | 5 | -18 | 18
COc1ccc(CNCc2cccc(C)c2)cc1 | -2.0 | -1.1 | 0 | 2.2 | . | -0.9 | -10 | -8 | 6 | -6
NC(=O)c1c(NC(=O)c2cccnc2Cl)sc2c1CCCC2 | 2.8 | 0.1 | 3 | 4.6 | -2 | 2.5 | 14 | -6 | 3 | -3
Cc1cc2ccccc2cc1C(=O)c1ccccc1 | . | -0.4 | 5 | 4.3 | 4 | . | 15 | 16 | -35 | 35
O=C(Nc1cccc2ncccc12)c1cc(Br)ccc1Cl | 3.6 | . | -2 | 2.8 | -1 | 0.6 | 5 | 2 | -3 | 3
Cc1ccc(S(=O)(=O)CCC(=O)NCCc2ccc(Cl)cc2)cc1 | -1.4 | -0.5 | 0 | 0.3 | -1 | 0.2 | -7 | 4 | 28 | -28
CCOc1nc(C)ccc1-c1noc(-c2ccco2)n1 | -0.9 | -1.7 | 6 | 1.2 | 1 | 1.6 | 40 | 0 | -6 | 6
Cc1ccc2nc3c(c(N)c2c1)CCN3C | -0.7 | 0.1 | 0 | -1.9 | -3 | 1.6 | -8 | -6 | 6 | -6
COc1ccc(-c2oc(=O)c3cc(OC)c(OC)cc3c2C#CCCO)cc1 | 0.3 | -2.5 | -1 | 1.8 | -3 | -4.5 | 0 | -7 | -37 | 37
Clc1ccc(-c2nnsc2SCc2ccccc2)cc1 | 3.9 | -2.4 | 8 | 1.5 | -4 | -1.6 | 63 | 9 | -2 | 2
O=C(COC(=O)c1cc(-c2ccco2)nc2ccccc12)NCc1ccc2c(c1)OCO2 | 1.4 | . | . | 1.3 | -5 | 1.5 | -4 | 11 | -4 | 4
CCc1sc(C(=O)NCc2cc(C)n(C)n2)cc1Br | 0.1 | -2.3 | . | 3.1 | . | -0.7 | -3 | 4 | -4 | 4
Cc1ccc(-n2nc3c(=O)n(CCCC(=O)NCCN4CCN(C)CC4)nc(C)c3c2C)cc1 | 1.7 | -2.5 | -2 | 2.4 | -1 | 1.1 | -6 | -7 | 0 | 0
CCOC(=O)c1ccc(N2CN(CCc3ccccc3)CNC2=S)cc1 | 0.5 | -2.3 | 1 | 2.3 | -2 | -1.1 | 12 | -7 | -17 | 17
O=C(CCC(=O)N1CCN(c2ccc(Cl)c(Cl)c2)CC1)c1ccccc1 | 3.2 | 0.0 | -1 | 2.3 | . | -0.9 | 14 | 10 | -4 | 4
CC(Sc1n[nH]c(N)n1)C(=O)Nc1cccc2ccccc12 (centres undefined) | -1.3 | 0.1 | 1 | 2.1 | -2 | -1.9 | -15 | -10 | 12 | -12
COc1ccc(NC(=S)NC23CC4CC(CC(C4)C2)C3)cc1OC | 2.8 | 1.3 | 2 | 0.1 | -4 | 0.3 | 19 | 5 | -2 | 2
CCCn1nc(C(=O)Nc2cc(C(=O)OC)ccc2C)c2ccccc2c1=O | 1.0 | -0.3 | -2 | 0.5 | 2 | -0.3 | 8 | -4 | -16 | 16
O=C(COC(=O)/C=C/c1ccc(OC(F)F)cc1)Nc1ccc2[nH]c(=O)[nH]c2c1 | -2.9 | -3.5 | 0 | 1.9 | 2 | -2.5 | 11 | 8 | -4 | 4
Cc1ccc(S(=O)(=O)C2(C(=O)N3CCN(c4ccccc4F)CC3)CC2)cc1 | 1.7 | -2.5 | -2 | 0.2 | 0 | -1.2 | 2 | 2 | . | .
COc1cccc(N2CC(O)Cn3c2nc2c3c(=O)[nH]c(=O)n2C)c1 (centres undefined) | . | -3.0 | -1 | 0.5 | . | . | -6 | 4 | 17 | -17
Cc1sc2nc(C3CC3)nc(NCCNS(C)(=O)=O)c2c1C | -2.0 | -3.1 | 0 | 1.1 | -4 | -1.6 | . | 0 | 1 | -1
CC(=O)NC(Cc1c[nH]c2ccccc12)C(=O)O (centres undefined) | 2.0 | 0.0 | -1 | 2.9 | 10 | 0.8 | 6 | -1 | -2 | 2
Cc1cc(C(=O)N2CCCC(C(=O)c3cccc(C(F)(F)F)c3)C2)nc(C)n1 (centres undefined) | 3.1 | -0.8 | 1 | 4.0 | -5 | 0.2 | 18 | -5 | 2 | -2

Carrying on:
mol | AddAB inh | CAL PDZ FP-2 | Wnt act | phage Ecoli inh | CAL PDZ FP-1 | Ecoli viability | MITF act | Tat export inh | SR-BI DiI-HDL act | SR-BI DiI inh
NS(=O)(=O)c1ccc(CCNc2nc3c(-c4cccc(F)c4)nnn3c3ccccc23)cc1 | 0.7 | -1.4 | -3 | 2.5 | -2 | 0.4 | -9 | 4 | 19 | -19
CCCCOc1ccc(NC(=O)C(=O)NCCCn2ccnc2)cc1 | 5.2 | 0.6 | -12 | 4.3 | 0 | 2.6 | -2 | 4 | 17 | -17
CSCCC(NC(=O)c1ccccc1Cl)C(=O)NCC(c1cccs1)N(C)C (centres undefined) | . | -2.1 | -2 | 2.6 | -4 | . | 8 | 10 | -1 | 1
CCN(c1ccccc1)S(=O)(=O)c1ccc(C(=O)Nc2cc(C)ccn2)cc1 | 3.4 | -0.6 | 4 | 5.0 | -3 | -0.2 | 5 | 2 | -14 | 14
O=c1c2nnn(-c3ccccc3)c2ncn1C/C=C/c1ccccc1 | 1.4 | -1.8 | -4 | 0.5 | . | 1.4 | . | 2 | 12 | -12

Screening results deposited in PubChem BioAssay by several laboratories.
